Screens: PubChem BioAssay, several laboratories
LYP phosphatase: inhibitors of LYP phosphatase, biochemical, fluorescence intensity, uHTS (AID 1779) | one-dose inhibition, % at 11.5 µM; IC50 in µM for titrated hits | Tyrosine-protein phosphatase non-receptor type 22 (Homo sapiens) | recombinant LYP phosphatase, fluorescence intensity; higher % means a stronger effect | 290,000 tested, 0.054% active; in the data active means inhibition above about 50%;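 further: plate controls were vehicle with enzyme for no effect and no enzyme for full effect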
West Nile virus CPE: West Nile virus antiviral activity, cell-based, CPE readout (AID 1621). West Nile virus-infected cells, CPE inhibition; higher % means a stronger effect. CPE inhibition, % at 10 µM; hits with a dose series show IC50 in µM. 290,000 tested, 0.02% active; in the data active means a potency from the dose series; inconclusive means CPE inhibition mostly from about 3.7% at the one dose, without a potency; inactive means the rest, 99 in 100 with CPE inhibition below about 2.2%; further: strong numbers were not always called active
ER stress rescue: rescue of cells from ER stress-induced death, primary screen, 384-well, CSM14.1, thapsigargin, ATP luminescence (AID 1222). CSM14.1 thapsigargin-induced death rescue, ATP luminescence; higher % means a stronger effect. one-dose cellular ATP content (survival), % at 20 µM; EC50 in µM for titrated hits. 190,000 tested, under 10 active;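 active means EC50 below 50 µM in the dose-response confirmation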;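 further: death triggered by thapsigargin at about 15 µM added after 2 h compound pretreatment; cell ATP read after overnight thapsigargin exposure of roughly 18 to 22 hours; normalized against plate controls of thapsigargin alone and 5% DMSO vehicle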
RSV CPE inhibition: RSV antiviral activity via CPE protection, HEp-2 cells, primary 10 µM value included (AID 2391); HEp-2 cells, RSV-induced CPE inhibition; higher % means a stronger effect; CPE inhibition, % at 10 µM; hits with a dose series show IC50 in µM; 310,000 tested, 0.13% active; in the data active means a potency from the dose series; inconclusive means CPE inhibition mostly from about 23% at the one dose, without a potency; inactive means the rest, 99 in 100 with CPE inhibition below about 21%; further: strong numbers were not always called active
GPR35 arrestin U2OS: GPR35 antagonists blocking zaprinast-driven arrestin recruitment, primary screen, imaging, U2OS, beta-arrestin-GFP, zaprinast agonist (AID 2058); one-dose inhibition, % at 10 µM; IC50 in µM for titrated hits; 290,000 tested, 0.052% active; U2OS GPR35 beta-arrestin-GFP translocation imaging, zaprinast antagonism; higher % means a stronger effect;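 active means inhibition of at least 50% with at least 30 cells and total cytoplasm GFP at most 10,000,000; inconclusive means under 30 cells or total GFP of 10,000,000 plus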
Rac1 GTP hydrolysis: MgcRacGAP GTPase-activating activity inhibitors, confirmation, biochemical, ADP Hunter fluorescence | Rac GTPase-activating protein 1 (Homo sapiens) | MgcRacGAP-stimulated Rac1 GTP hydrolysis, ADP Hunter fluorescence; higher % means a stronger effect; GST-tagged Rac1 F28L mutant substrate | inhibition, % at 30 µM, or IC50 in µM where a hit was titrated | 340,000 tested, 0.6% active | AID 624330, 2012;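 active means first-screen hits whose inhibition reached a set limit at any dose in the follow-up dose series; inconclusive means inhibition above the set first-screen limit but never retested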;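 further: fluorescence reports GDP produced by GAP-driven GTP hydrolysis; strong numbers were not always called active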
NS5 inhibitors: Dengue-2 NS5 methyltransferase inhibitors, primary screen, biochemical, confirmation dose response (AID 588689). Genome polyprotein (Dengue virus type 2 (strain 16681-PDK53)). Dengue-2 NS5 methyltransferase capping enzyme assay, biochemical; higher % means a stronger effect. one-dose inhibition, % at 25 µM; IC50 in µM for titrated hits. 340,000 tested, 0.3% active; in the data active means a potency from the dose series; inconclusive means inhibition above about 29% without an active follow-up result
Large T inhibition: SV40 large T antigen inhibitors, biochemical (AID 1903). 310,000 tested, 0.39% active. SV40 large T antigen ATPase/helicase inhibition assay; higher % means a stronger effect. one-dose inhibition, % at 20 µM; IC50 in µM for titrated hits; in the data active means a potency from the dose series; inconclusive means inhibition mostly from about 32% at the one dose, without a potency; inactive means the rest, 99 in 100 with inhibition below about 32%; further: strong numbers were not always called active
PhoP inhibition: inhibitors of PhoP regulon expression, primary screen, Salmonella Typhimurium, GFP reporter (AID 1863); S. Typhimurium PhoP-regulated promoter GFP reporter, 4 h; higher % means a stronger effect; 300,000 tested, 0.16% active; inhibition, % at 50 µM; hits with a dose series show IC50 in µM;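 active means inhibition over 29.93%, a cutoff 3 SD above the screen mean, later confirmed by dose response; inconclusive means inhibition over 29.93% but no dose response follow-up; inactive means inhibition at most 29.93% or unconfirmed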;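 further: 0% = low Mg2+ inducing control and 100% = high Mg2+ repressing control; strong numbers were not always called active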
NS5 inhibitors pilot replicate: also measured in NS5 inhibitors; calls as there; inhibition, %; measured here: pilot screen replicate inhibition
The depositor's hits bear a star; ? = inconclusive; / = not tested or not shown.

SMILES | LYP phosphatase | West Nile virus CPE | ER stress rescue | RSV CPE inhibition | GPR35 arrestin U2OS | Rac1 GTP hydrolysis | NS5 inhibitors | Large T inhibition | PhoP inhibition | others
Cc1[nH]nc2c1C(c1ccc(Cl)cc1)C(C#N)=C(N)O2 (centres undefined) | -11% | -0.2% | 0.5% | -0.2% | -6% | 1% | 6% | 16% | -11%
O=C(Nc1ccc(OC(F)(F)F)cc1)c1ccc2nc[nH]c2c1 | -10% | -1.1% | / | 16% | -5% | 8% | 2% | 0% | 3%
CCN(CC)CCNC(=O)Cn1cnc2sc(C)c(S(=O)(=O)N3CCN(c4ncccn4)CC3)c2c1=O | -1% | 0.2% | -14% | -0.5% | -9% | 3% | -5% | 11% | 5%
Cc1cc(C(=O)NC(C)C2CCCO2)c(C)o1 (centres undefined) | -9% | -0.4% | / | 1.3% | 5% | -6% | -6% | 9% | -5%
CCC(=O)Nc1nc(C)c(Oc2ccccc2)c(=O)[nH]1 | -2% | -0.1% | 0.0% | 3.5% | -5% | 10% | 4% | 22% | -7%
CC(=O)Nc1ccc(C(=O)N2CCCc3ccccc32)cc1 | -9% | -0.3% | / | 2.0% | 9% | 4% | / | 1% | 8%
CCOC(=O)[C@H]1[C@H]2COc3ccc(C)cc3[C@@H]2N2C(=O)c3ccc(C)cc3NC(=O)[C@@]12C | / | / | / | -0.7% | / | 6% | 8% | 16% | /
CCCOc1ccc(CC(=O)NCc2ccco2)cc1OC | -4% | -0.2% | -0.5% | 3.4% | 8% | 7% | 24% | 4% | -1%
CCCc1cc(=O)[nH]c(SCC(=O)Nc2ccc3c(c2)CCC3)n1 | -10% | -0.3% | -0.8% | 2.8% | 15% | 0% | 3% | -2% | 6%
CCOC(=O)c1c(NC(=S)N2CCCCC2)sc2c1CCN(C(=O)OCC)C2 | 5% | ? | / | / | -2% | / | / | 14% | -6%
CCC(/C=C1\Sc2ccc(OC)cc2N1CCO)=C\c1sc2ccc(OC)cc2[n+]1CCO | -2% | 0.9% | -4.7% | 11% | -4% | ? | 4% | 24% | 18%
O=C(NC1CCCCC1)c1ccc(-n2cnnn2)cc1 | -3% | 0.3% | / | 0.1% | 4% | 4% | -2% | 12% | -6%
Cc1cccc(C)c1NC(=O)CNC(=O)c1cn(-c2ccccc2)nc1-c1ccccc1 | -4% | 0.1% | / | 6.0% | -6% | 0% | -9% | 14% | 4%
COc1ccccc1N1CCN(S(=O)(=O)c2ccc(-n3cnnn3)c(C)c2)CC1 | 1% | -1.7% | 2.5% | 3.5% | -14% | 4% | -3% | 18% | 0%
CCCOc1ccc(CCC(=O)N/N=C/c2ccncc2)cc1 | -9% | -0.1% | / | 0.0% | 4% | -7% | -6% | 2% | 2%
CCOC(=O)N1CCC(NC(=O)c2cnn3c(C(F)(F)F)cc(-c4cccc(OC)c4)nc23)CC1 | 5% | 0.5% | 0.7% | 0.1% | 5% | / | / | / | /
C/C(=N\Nc1nc(C)cc(-c2ccccc2)n1)c1ccccc1 | -3% | -1.6% | / | -0.6% | -7% | -2% | -5% | 9% | -10%
O=C(O)C12C[C@H]3C[C@@H](C1)CC(n1ncc(N4CCN(c5ccccc5)CC4)c(Cl)c1=O)(C3)C2 | -3% | -0.2% | -3.0% | 2.4% | -1% | 0% | -4% | 14% | -14%
CCN1CCCn2c1nc1c2c(=O)n(C)c(=O)n1C | -4% | -0.8% | -0.8% | 0.0% | -12% | 8% | 1% | 5% | -2%
Cc1ccc(Oc2ncccc2/C=N/O)cc1 | -8% | 0.4% | 0.4% | 0.3% | 4% | 6% | -7% | 23% | -3%
CCOc1ccc(C(=O)NN2C(=O)C3C4C=CC(O4)C3C2=O)cc1 (centres undefined) | -7% | 0.3% | 0.4% | 4.2% | -1% | 12% | -10% | 11% | -2%
Cc1ccc(C)c(N(CC(=O)NCc2ccco2)C(=O)CCC(=O)Nc2ccccn2)c1 | 3% | 2.1% | -0.4% | / | -6% | 5% | / | 4% | -3%
CCOC(=O)C1(CCOc2ccccc2)CCN(Cc2ccc(O)cc2)CC1 | -10% | -2.0% | / | -1.5% | -6% | -3% | -2% | -8% | -2%
O=C(N/N=C/c1cccc(OC(=O)c2cccc(Br)c2)c1)c1ccncc1 | -5% | -0.4% | / | 0.4% | -2% | 5% | -3% | 11% | 1%
COc1cc(/C=c2\s/c(=C\C(=O)C(C)(C)C)[nH]c2=O)cc(OC)c1OC | 11% | 1.8% | -2.0% | 11% | -27% | 16% | -13% | 1% | -1%
CCN(CC)c1ccc2cc(C(N)=O)c(=O)oc2c1 | 1% | -1.1% | -1.8% | 2.4% | 1% | 4% | -6% | 5% | -9%
COc1ccccc1OCC(=O)OCn1c(SC)nnc(C)c1=O | -11% | 0.9% | -0.8% | 1.7% | / | 4% | -8% | 24% | -7%
CSc1nnc(COc2ccc(C)cc2)n1N | -4% | 0.2% | -1.8% | 2.3% | 9% | 11% | -5% | 17% | 3%
CN(Cc1ccccc1F)C(=O)c1ccc2c(=O)n3c(nc2c1)CCC3 | / | / | / | 0.5% | / | 3% | -12% | 14% | 1%
O=C(/C=N/O)Nc1ccccc1C(=O)O | -4% | -0.1% | 3.1% | -0.6% | 1% | 9% | -5% | -2% | 16% | NS5 inhibitors pilot replicate=1.5
O=C(COc1ccccc1)Nc1cc(Cl)ccc1Cl | -6% | -0.6% | / | 2.2% | -2% | 4% | 4% | -14% | 6%
Cc1ccc(S(=O)(=O)N2CCC(C(=O)O)CC2)cc1C(=O)O | -8% | -0.1% | 0.7% | 0.6% | -6% | 8% | -5% | 23% | -11%
CCOC(=O)N1CCC(N2CCCC(C(=O)c3ccccc3OC)C2)CC1 (centres undefined) | -9% | -0.2% | 3.8% | 1.1% | -25% | 3% | -7% | 10% | -11%
Cc1ccc(C2CC(c3cccc(C)c3)n3ncnc3N2)cc1 (centres undefined) | 2% | -0.2% | 1.0% | 3.8% | 2% | -1% | 4% | 4% | -13%
O=C(CSc1nncn1-c1ccccc1)c1c[nH]c2ccccc12 | -2% | -0.2% | 0.2% | -1.5% | -5% | 5% | -6% | 7% | 4%
CC(=O)N(CC1CCCO1)C1(C(=O)NC2CCCC2)CCCCC1 (centres undefined) | -10% | 0.4% | -0.7% | -0.1% | -3% | 2% | -10% | -2% | 1%
CC1CN(C(=S)NC(=O)c2ccccc2)CC(C)O1 (centres undefined) | -4% | 0.1% | / | 1.7% | -9% | 9% | -4% | 7% | -4%
CN(C)S(=O)(=O)c1cccc(C(=O)NCCc2ccccc2)c1 | -13% | 0.3% | -3.4% | 1.0% | -8% | 11% | / | 2% | -12%
Cc1ccc(/C=C/C(=O)Nc2ccc(S(=O)(=O)Nc3onc(C)c3C)cc2)cc1 | 1% | -0.6% | / | 9.3% | 3% | 9% | 2% | 9% | 1%
CCc1sc(NC(=O)CN2CCOCC2)nc1-c1ccccc1 | -6% | -0.9% | 2.6% | 0.8% | 16% | 2% | 0% | 15% | -7%
c1ccc(Nc2nc(Nc3ccccc3)nc(N3CCNCC3)n2)cc1 | -6% | 0.6% | / | 1.6% | -3% | 5% | -2% | 6% | -1%
CCOC(=O)N1CCC(NC(=O)CCc2ccccc2)CC1 | -3% | -0.1% | / | 1.2% | 0% | 5% | -5% | 7% | -7%
CCCN(CCC)Cc1c(C(=O)N/N=C/c2ccsc2)nnn1-c1nonc1N | 0% | 0.0% | / | 0.7% | 5% | 1% | -3% | 1% | 4%
CCOc1ccccc1N1CC(C(=O)N2CCOCC2)CC1=O (centres undefined) | -14% | 0.6% | / | 0.2% | 4% | 9% | -4% | -8% | -1%
Cc1cc2nc3n(c2cc1C)CC1CC(C(=O)NCc2ccccc2)N(C)C31 (centres undefined) | / | / | / | -1.0% | / | 14% | -8% | 5% | /
COc1ccc(SC[C@H](CC(C)C)N2CCN(CCc3ccccc3)CCC2=O)cc1 | 2% | -0.6% | / | -0.8% | -5% | 7% | -8% | 9% | -2%
CCCN1C(=O)/C(=C/c2ccc(C)s2)NC1=S | 3% | 0.3% | -0.6% | 1.1% | 0% | 3% | -9% | 8% | 3%
C=CCc1cc(C=O)cc(OC)c1OCc1c(Cl)cccc1Cl | 0% | 0.4% | 0.9% | 5.4% | 14% | 0% | -1% | -1% | 1%
Cc1nc(Sc2cccn2C)c(C(F)(F)F)c(=O)[nH]1 | -8% | 1.2% | -0.2% | -0.3% | 18% | 8% | -10% | 8% | -2%

By substructure, the entries above with an NH in an aromatic ring.
SMILES | LYP phosphatase | West Nile virus CPE | ER stress rescue | RSV CPE inhibition | GPR35 arrestin U2OS | Rac1 GTP hydrolysis | NS5 inhibitors | Large T inhibition | PhoP inhibition | others
Cc1[nH]nc2c1C(c1ccc(Cl)cc1)C(C#N)=C(N)O2 (centres undefined) | -11% | -0.2% | 0.5% | -0.2% | -6% | 1% | 6% | 16% | -11%
O=C(Nc1ccc(OC(F)(F)F)cc1)c1ccc2nc[nH]c2c1 | -10% | -1.1% | / | 16% | -5% | 8% | 2% | 0% | 3%
CCC(=O)Nc1nc(C)c(Oc2ccccc2)c(=O)[nH]1 | -2% | -0.1% | 0.0% | 3.5% | -5% | 10% | 4% | 22% | -7%
CCCc1cc(=O)[nH]c(SCC(=O)Nc2ccc3c(c2)CCC3)n1 | -10% | -0.3% | -0.8% | 2.8% | 15% | 0% | 3% | -2% | 6%
COc1cc(/C=c2\s/c(=C\C(=O)C(C)(C)C)[nH]c2=O)cc(OC)c1OC | 11% | 1.8% | -2.0% | 11% | -27% | 16% | -13% | 1% | -1%
O=C(CSc1nncn1-c1ccccc1)c1c[nH]c2ccccc12 | -2% | -0.2% | 0.2% | -1.5% | -5% | 5% | -6% | 7% | 4%
Cc1nc(Sc2cccn2C)c(C(F)(F)F)c(=O)[nH]1 | -8% | 1.2% | -0.2% | -0.3% | 18% | 8% | -10% | 8% | -2%
